# Screening data as filed in PubChem BioAssay.
# APP transl inh – APP translation inhibition | SH-SY5Y APP 5'UTR-luciferase reporter, luminescence | inhibition, % at 2 µM | 190,000 compounds, 0.82% hits;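 active means inhibition above a set limit, derived from the sample mean plus 3 SD, cut at about 45% in these data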; further: values of inactives mirror those of a sister screen read the other way
# bIAP inhibitor – blocks bovine intestinal alkaline phosphatase activity. purified bovine IAP, CDP-star luminescence, 30 min. inhibition, % at 20 µM. 190,000 tested, under 10 active. AID 1019;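 active means over 50% inhibition of intestinal alkaline phosphatase at 20 µM in the single-dose screen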
#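 System: purified bovine intestinal alkaline phosphatase (IAP) enzyme; Input: IAP diluted 1/65,000,000 in the well; Measured by: CDP-star luminescence signal; Compound dosing: 20 µM single dose; Incubation: 30 min reaction at room temperature.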
# TNAP inh noacc – TNAP (human) inhibition, acceptor-free conditions; P05186; 200,000 compounds, 0.26% hits; inhibition, % at 20 µM; purified TNAP, CDP-star luminescence, 30 min;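 active means tissue-nonspecific alkaline phosphatase inhibition above about 50% at 20 µM in the single-dose screen, limit read from the data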;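 further: 0% = DMSO negative control and 100% = EDTA positive control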
# Target sequence (P05186 whole entry, looked up): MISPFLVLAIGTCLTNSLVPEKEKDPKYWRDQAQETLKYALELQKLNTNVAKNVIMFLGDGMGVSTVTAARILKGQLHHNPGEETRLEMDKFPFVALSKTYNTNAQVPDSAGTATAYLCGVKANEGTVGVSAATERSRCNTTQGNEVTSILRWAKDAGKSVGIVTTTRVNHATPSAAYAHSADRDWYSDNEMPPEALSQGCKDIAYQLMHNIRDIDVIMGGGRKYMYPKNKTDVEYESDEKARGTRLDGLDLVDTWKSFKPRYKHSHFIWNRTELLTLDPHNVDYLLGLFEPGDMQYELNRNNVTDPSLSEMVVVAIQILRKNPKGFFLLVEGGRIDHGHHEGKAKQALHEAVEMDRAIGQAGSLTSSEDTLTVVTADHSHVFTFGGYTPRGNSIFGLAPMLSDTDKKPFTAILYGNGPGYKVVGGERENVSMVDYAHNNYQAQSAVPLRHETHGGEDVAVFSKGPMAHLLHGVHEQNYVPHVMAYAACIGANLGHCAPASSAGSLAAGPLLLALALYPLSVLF
# TNAP act hi DEA – TNAP (human) activation, high acceptor; P05186; purified TNAP, CDP-star luminescence, 1 M DEA, 30 min; hits give high values; 0 = EDTA background, 1 = DMSO-only activity; activation factor at 20 µM; 200,000 tested, under 10 active;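 active means activation factor at least 2 at 20 µM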
#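 Control set: EDTA negative control, DMSO positive control / Assay system: human TNAP / Quantity: TNAP 1/800 final / Evaluation: TNAP activation factor scaled between EDTA and DMSO control wells / Measured by: luminescent substrate turnover signal / Compound dosing: one dose, 20 µM / Times: 30 min enzyme reaction at room temperature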
# Lmaj promast – Leishmania major promastigote growth inhibition; 200,000 compounds, 9% hits; inhibition, % at 10 µM; AID 1063; Leishmania major promastigotes, resazurin fluorescence viability; in the data active means inhibition above about 50%;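 further: promastigotes grown with compound for 44 hours at 28 °C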
# bIAP act – increases bovine intestinal alkaline phosphatase activity | purified bovine IAP, CDP-star luminescence, 30 min; hits give high values; fold of DMSO-control signal, blank-subtracted | activation factor at 20 µM | 200,000 compounds, 0.17% hits | AID 1016;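 active means activation factor of 2 or more at 20 µM, a signal rise over negative controls twice the positive control's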
# FLuc inhib CS – inhibits firefly luciferase, flagging false hits in luciferase inhibition screens. inhibition, % at 10 µM. P08659. 200,000 compounds, 1.5% hits. ATPLite firefly luciferase biochemical luminescence, 10 min;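 active means inhibition above about 50% when tested at 10 µM, limit read from the data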
# Target sequence (P08659 whole entry, looked up): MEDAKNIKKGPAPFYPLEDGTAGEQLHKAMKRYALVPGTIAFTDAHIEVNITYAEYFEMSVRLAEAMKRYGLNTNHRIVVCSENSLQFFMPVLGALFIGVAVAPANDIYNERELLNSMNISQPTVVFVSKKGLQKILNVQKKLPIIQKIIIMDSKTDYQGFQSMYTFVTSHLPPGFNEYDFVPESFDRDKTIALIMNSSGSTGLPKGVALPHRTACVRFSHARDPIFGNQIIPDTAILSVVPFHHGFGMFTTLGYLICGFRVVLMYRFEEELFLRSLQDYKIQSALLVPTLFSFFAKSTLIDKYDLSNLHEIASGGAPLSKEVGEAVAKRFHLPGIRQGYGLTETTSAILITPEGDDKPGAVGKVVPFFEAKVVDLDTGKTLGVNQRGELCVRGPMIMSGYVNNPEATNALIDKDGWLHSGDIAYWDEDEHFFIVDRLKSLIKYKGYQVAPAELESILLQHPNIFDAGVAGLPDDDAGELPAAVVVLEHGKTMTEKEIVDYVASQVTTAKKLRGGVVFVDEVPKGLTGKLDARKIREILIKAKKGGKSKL
# TNAP inh hi DEA – TNAP (human) inhibition, high acceptor. P05186. purified TNAP, CDP-star luminescence, 1 M DEA. inhibition, % at 20 µM. 200,000 compounds, 0.03% hits. AID 1135;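 active means over 50% inhibition of tissue-nonspecific alkaline phosphatase at 20 µM in the single-dose screen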;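 further: plate controls were DMSO wells for no effect and EDTA-quenched wells as full inhibition for full effect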
# FLuc stim CS – firefly luciferase counter-screen for stimulation assays; activation factor at 10 µM; ATPlite luciferase biochemical, luminescence, 10 min; 0 = ATP-free wells, 1 = DMSO control; P08659; 200,000 tested, under 10 active;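 active means luciferase activation factor, scaled between plate controls, of at least 2 with compound at 10 µM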
#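 Material: Luciferase/luciferin reagent mix; Doses: test compounds dosed from 2 mM stocks in 100% DMSO; Schedule: 10 min incubation after luciferase reagent addition, room temperature; Measured by: luminescence from luciferase reaction; Read-out: luminescence gain marking luciferase activators.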
# RAM inhibit – inhibitors of the yeast RAM network; inhibition, % at 50 µM; 190,000 compounds, 1.8% hits; AID 868; S. cerevisiae dse1pr::URA3 reporter, 5-FOA growth OD615, 2 d; analog-sensitive cbk1-as2 kinase mutant strain;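 active means inhibition above a set limit, 3 SD over mean compound inhibition, cut at about 8.4% in these data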;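 further: 0% = DMSO-only wells with no growth and 100% = 10 µM 1-NA-PP1 full growth; inhibition rescues growth on 5-FOA so higher OD means more RAM inhibition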
# Numbers without * were called inactive; . = no result given.
SMILES,APP transl inh,bIAP inhibitor,TNAP inh noacc,TNAP act hi DEA,Lmaj promast,bIAP act,FLuc inhib CS,TNAP inh hi DEA,FLuc stim CS,RAM inhibit
Cn1c(C(=O)NCc2ccc3c(c2)OCO3)cc2sccc21,-4,33,-12,1.1,-1,0.7,0,-6,1,0.4
NC(=O)CSCc1nc2ccccc2s1,-20,4,-27,1,-2,1,1,-4,1,3.0
Cc1cc2nc(CS(=O)(=O)c3ccccc3)cc(=O)n2[nH]1,-18,-7,-12,1,-1,1.1,-1,-4,1,2.3
CCCN1CC(O)=C(C#N)C1=O,10,1,0,1,-5,1,-6,-2,1.1,2.6
CCOCCCNC(=O)C(c1ccc(OC)cc1)N(Cc1ccc2c(c1)OCO2)C(=O)c1cnccn1 (stereo not given),-8,-7,-9,1.1,7,1.1,0,-8,1,0.5
CCOC(=O)C1(CCCc2ccccc2)CCN(C2CCSCC2)CC1,-19,22,-6,1.1,85*,0.8,-8,-6,1.1,0.1
N#C/C(=C\c1ccc(-c2cccc(Cl)c2)o1)C(=O)Nc1cccc2cccnc12,1,33,-6,0.9,-6,0.7,-7,9,1.1,5.0
CN(C)C(=O)N1CCC(C(=O)NCc2ccccc2Cl)CC1,-15,3,-14,1,-5,1,0,0,1,-0.7
CC(Cc1ccccc1)NC(=O)c1ccc([N+](=O)[O-])cc1 (stereo not given),-104,14,-18,1,0,0.9,35,-4,0.7,1.2
O=C(N/N=C/c1c(Nc2cccc(C(F)(F)F)c2)nc2ccccn2c1=O)c1ccccc1,12,12,3,1,14,0.9,-7,3,1.1,3.4
CSc1ncc(CO)n1Cc1ccccc1,1,1,-18,1,-2,1,-8,-5,1.1,0.8
COc1cc(NC(=O)c2ccco2)ccc1NC(=O)c1ccccc1Cl,3,8,0,1,-4,0.9,-3,-1,1,4.0
Cn1c(N)c(C(=O)COC(=O)C2(c3ccc(F)cc3)CCCC2)c(=O)n(C)c1=O,-19,-2,-1,1,0,1,-9,-3,1.1,3.4
CCCn1nnnc1NC(=O)c1cc(Cl)ccc1Cl,-4,1,-23,1,-2,1,-3,-2,1,-1.3
CCCNC(=O)COC(=O)/C=C/c1ccco1,-6,3,22,1,-1,1,2,1,1,0.3
CCN(C(=S)Nc1ccc(C(C)=O)cc1)C1CCCCC1,-28,11,0,1,-4,0.9,-2,-2,1,-1.2
CCCCC(=O)N/N=C(/C)C1=C(C)C(C)(C)OC1=O,-12,4,-13,1.1,0,1,-5,-6,1,1.6
COc1ccc(NC(=O)CN2CCCCC2)cc1,-15,10,-12,1,-7,0.9,0,-1,1,2.5
CS(=O)(=O)N(Cc1ccccc1)c1ccc(C(=O)NCc2ccccc2)cc1,17,5,-12,1,-7,1,-6,-4,1.1,6.7
COc1cc(CNC(C)c2ccccc2)c(Br)cc1OCC(N)=O (stereo not given),-1,6,-14,1.1,6,0.9,-6,-9,1.1,0.4
COc1ccc(-n2nnnc2SCC(=O)c2cc3ccccc3o2)cc1,-2,31,-4,1,-5,0.7,-5,-2,1,8.5*
CCN(CC)c1ccc(C2N(C(=O)N3CCOCC3)CCN2S(=O)(=O)c2ccc(C)cc2)cc1 (stereo not given),21,6,-4,1,2,0.9,-6,-1,1.1,0.3
Cc1cc(NC(=O)CN2CC3CC(C2)c2cccc(=O)n2C3)nc2c1c(=O)oc1ccccc12 (stereo not given),.,-3,-9,1,.,1,-5,0,1.1,.
C=CCN1C(=O)C(O)(CC(=O)c2ccccn2)c2ccccc21 (stereo not given),-2,3,-9,1.1,4,1,-6,-5,1.1,1.6
O=C(c1ccccc1)c1ccc(C(=O)N2CCOCC2)cc1,-10,19,-9,1,-2,0.8,-5,-2,1,1.9

# (more compounds)
SMILES,APP transl inh,bIAP inhibitor,TNAP inh noacc,TNAP act hi DEA,Lmaj promast,bIAP act,FLuc inhib CS,TNAP inh hi DEA,FLuc stim CS,RAM inhibit
Cc1ccc2c(CC(=O)NC3=NCCS3)coc2c1,-8,11,1,1,-7,0.9,0,0,1,0.4
COc1ccc(C(=O)C2CCCN(C(=O)c3cccnc3OC)C2)c(C)c1 (stereo not given),-19,6,-7,1.1,-5,0.9,-3,-5,1,0.1
CCN(CC)C(=S)NC(=O)C12CC3CC(CC(C3)C1)C2,-2,2,-5,1,-7,1,-7,-3,1.1,0.0
NC(=O)c1c(NC(NC(=O)c2ccco2)C(=O)c2ccc(Cl)cc2)sc2c1CCCC2 (stereo not given),11,-6,-6,1,7,1.1,-4,-3,1,1.2
O=C(Cc1csc(-c2ccccc2)n1)NCc1ccco1,5,-4,-2,1,1,1,-4,-4,1,0.4
Cc1ccc(C(=O)OCC(=O)c2cc(C)n(CC3CCCO3)c2C)cc1 (stereo not given),-101,0,-3,1,2,1,34,-1,0.7,1.7
COC(=O)c1ccc(NS(=O)(=O)c2ccc(OC)cc2)cc1,0,5,-14,1,-9,1,-7,-1,1.1,-0.1
COc1cccc(/C=N/n2nnc3c(cnn3-c3ccccc3)c2=O)c1,18,10,-8,1,0,0.9,-6,-2,1.1,0.8
CC(C)(C)CC(C)(C)NC(=S)N1CCN(Cc2ccc3c(c2)OCO3)CC1,5,-5,6,1,82*,1.1,-8,-4,1.1,0.4
CCc1ccccc1NC(=S)N(CCN1CCOCC1)Cc1ccccc1F,-20,-15,-5,1,8,1.2,-7,-2,1.1,0.9
Cn1c(=O)c2c(nc(NCCOc3ccc(F)cc3)n2C)n(C)c1=O,-19,-5,-4,1,8,1,1,-4,1,1.4
CCOC(=O)c1ccc(NC(=O)CSc2nccn2C)cc1,-16,9,-24,1,12,0.9,0,-4,1,3.0
CCOc1ccc(NC(=O)CCn2cccc2)cc1,-11,6,-14,1.1,4,0.9,-6,-5,1.1,-0.7
Cc1ccc(-n2c(P(C)(=O)O)nc3ccccc32)cc1,-10,1,-8,1,-2,1,-2,-3,1,1.9
O=C(O)CSc1c(O)c2ccccc2[nH]c1=O,-6,-3,-3,1,1,1,-6,-4,1.1,1.7
CCOc1ccc(N2CC(C(=O)Nc3ccc4c(c3)OCO4)CC2=O)cc1 (stereo not given),24,-2,-3,1,-10,1,1,2,1,4.0
CC1=C(C#N)C(c2ccc(O)cc2)C2=C(CC(C)(C)CC2=O)N1 (stereo not given),9,6,-19,1,-6,0.9,-5,-3,1.1,1.2
N#Cc1ccc(-c2ccc(Cl)cc2)nc1SCC(=O)c1cccc(Cl)c1,6,42,-7,1,0,0.6,-1,-3,1,5.8
CNC(=O)c1sc2nc(-c3ccc(OC)cc3)cn2c1C,-146,-8,-15,1,14,1.1,43,-4,0.6,-0.2
Cc1ccccc1NC(=O)/C(C#N)=C\c1cccnc1,-3,7,-16,1,14,0.9,-8,1,1.1,1.9
CCC(C)(C)n1nnnc1C(c1ccc2ncccc2c1)N1CCCC(C)C1 (stereo not given),-22,11,-6,1.1,8,0.9,-8,-6,1.1,1.1
COc1ccccc1C1CN(c2ccccc2)N=C1c1cccs1 (stereo not given),1,-25,-15,1.3,27,1.2,-7,-26,1.1,6.5
N#Cc1cc2c(nc1SCc1cccnc1)CCC2,-8,15,-6,1,1,0.9,-1,-3,1,0.8
O=S(=O)(N/N=C\c1cccn1-c1ccccc1)c1ccc2ccccc2c1,-10,5,-5,1,-3,0.9,-3,1,1,1.9
O=C(Nc1nc(-c2ccc(Cl)s2)cs1)c1ccco1,-70,0,-16,1,4,1,3,-3,1,2.5

# Fetched by structure from the list above, six records:
SMILES,APP transl inh,bIAP inhibitor,TNAP inh noacc,TNAP act hi DEA,Lmaj promast,bIAP act,FLuc inhib CS,TNAP inh hi DEA,FLuc stim CS,RAM inhibit
CNC(=O)c1sc2nc(-c3ccc(OC)cc3)cn2c1C,-146,-8,-15,1,14,1.1,43,-4,0.6,-0.2
CCC(C)(C)n1nnnc1C(c1ccc2ncccc2c1)N1CCCC(C)C1 (stereo not given),-22,11,-6,1.1,8,0.9,-8,-6,1.1,1.1
CCOc1ccc(NC(=O)CCn2cccc2)cc1,-11,6,-14,1.1,4,0.9,-6,-5,1.1,-0.7
Cc1ccccc1NC(=O)/C(C#N)=C\c1cccnc1,-3,7,-16,1,14,0.9,-8,1,1.1,1.9
NC(=O)c1c(NC(NC(=O)c2ccco2)C(=O)c2ccc(Cl)cc2)sc2c1CCCC2 (stereo not given),11,-6,-6,1,7,1.1,-4,-3,1,1.2
O=C(O)CSc1c(O)c2ccccc2[nH]c1=O,-6,-3,-3,1,1,1,-6,-4,1.1,1.7

# Next entries.
SMILES,APP transl inh,bIAP inhibitor,TNAP inh noacc,TNAP act hi DEA,Lmaj promast,bIAP act,FLuc inhib CS,TNAP inh hi DEA,FLuc stim CS,RAM inhibit
O=C(c1ccco1)N1CCN(C(=O)N2c3ccccc3Sc3ccccc32)CC1,93*,-4,-3,1,7,1,0,1,1,7.4
CCCCN(C(=O)CCC(=O)O)C1CC(=O)N(c2ccc(OCCC)cc2)C1=O (stereo not given),-22,7,-15,1,-6,0.9,-7,-3,1.1,-0.5
CCCc1cc(C(=O)NCc2ccco2)no1,-6,10,-14,1,-10,0.9,-5,-2,1.1,1.1
O=C(C1CCN(S(=O)(=O)c2cccs2)CC1)N1CCc2ccccc2C1,-2,4,1,1,1,1,-9,-4,1.1,0.5
O=C(CSc1nnc(Cc2ccccc2)n1Cc1ccco1)NC12CC3CC(CC(C3)C1)C2,2,-18,-7,1,41,1.2,-4,-4,1,1.9
COC(=O)c1ccc(NC(=S)NC2CC3CCC2C3)cc1 (stereo not given),-20,-16,3,1,73*,1.2,0,3,1,6.4
CCCCSc1nc(C)cc(SCC(=O)N/N=C/c2ccccc2)n1,-10,15,-3,1,22,0.8,0,4,1,6.1
O=C(COc1cccc2ccccc12)N1c2ccccc2CCc2ccccc21,-14,16,4,1.1,-13,0.8,-8,-6,1.1,2.0
Cc1[nH]c2ccccc2c1N=Nc1cc(C(=O)O)cc(C(=O)O)c1,-4,-4,7,0.9,-7,1,1,10,1,7.6
COCCn1c(C(C)C)nc2sc3ccccc3c(=O)c2c1=O,8,5,-10,1,1,0.9,-6,-5,1.1,4.2
CC1CCCCC1NC(=O)c1cncc(Br)c1 (stereo not given),-3,7,-7,1,-4,0.9,-1,-1,1,0.7
CCOc1ccccc1C1CC(=O)NC(SCC)=C1C#N (stereo not given),-3,12,-8,1,9,0.9,-6,-3,1.1,0.4
CCN(CC)c1ccc(C(=O)NNC(=O)CCl)cc1,6,-1,-10,1,17,1,1,-4,1,0.6
COc1ccc(CCNC(=O)c2ccc(-c3ccc([N+](=O)[O-])cc3)o2)cc1OC,-2,4,2,1,-2,1,22,2,0.8,11*
COc1ccc(CN(C(=O)CO/N=C/c2ccccc2)c2ccccc2C(=O)O)cc1,2,10,7,1,-4,0.9,-7,1,1.1,1.8
CC(C)n1c(N2CCN(C(=O)Nc3ccc(Cl)cc3)CC2)nc2ccccc21,-5,10,-5,1,7,0.9,-4,-4,1,0.4
CCN(C(C)=O)c1nc(CCl)cs1,0,0,-8,1,6,1,-4,-2,1,2.4
CCN(CC)c1nc(SCCOC(=O)Nc2ccccc2)nc(N(CC)CC)n1,-4,6,-10,1.1,36,0.9,2,-7,1,18*
